Screening data: PubChem, several laboratories
CF NFkB inh = inhibitors of PAF-induced NF-kB signaling, primary screen, cell-based, GFP fluorescence, uHTS; KKLEB NF-kB-GFP reporter, GFP fluorescence overnight; inhibition, % at 5 µM; actives 0.86% (n = 360,000);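 active = at least 50% inhibition at 5 µM, scaled per plate between neutral and stimulator controls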;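 note: PAF is a Pseudomonas aeruginosa culture filtrate used as stimulus; plate controls were PAF-stimulated DMSO wells for no effect and unstimulated DMSO wells for full effect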
Shn3 3UTR inh = reduction of Shn3 3'UTR firefly luciferase signal, primary screen, Schnurri-3 inhibitor project, cell-based, Clone20 osteoblasts, set 2 | inhibition, % at 12.5 µM | actives 0.52% (n = 360,000) | Clone20 osteoblast Shn3 3'UTR firefly luciferase, 24 h | AID 588674, 2011;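 active = mean inhibition of at least 75% with every replicate also reaching 75%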;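 note: 0% = median of neutral control wells and 100% = pilot-screen positive control compound; some compounds past the cut are filed as inactive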
NR2E3 ag-1 = inhibitors of NR2E3-RetCOR corepressor binding, primary screen, NR2E3 agonist project, biochemical, TR-FRET, GST-NR2E3, biotin-RetCOR; 1536-well; inhibition of corepressor binding, % at 4.78 µM; actives 0.12% (n = 320,000); AID 2300, 2010;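 active = percent inhibition above the cutoff of mean plus 3 SD of all tested compounds, set per screening campaign, cut at about 20% in these data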;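 note: 0% = DMSO wells and 100% = biotin wells as full block of FRET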
Target sequence (Q9Y5X4 whole entry, looked up): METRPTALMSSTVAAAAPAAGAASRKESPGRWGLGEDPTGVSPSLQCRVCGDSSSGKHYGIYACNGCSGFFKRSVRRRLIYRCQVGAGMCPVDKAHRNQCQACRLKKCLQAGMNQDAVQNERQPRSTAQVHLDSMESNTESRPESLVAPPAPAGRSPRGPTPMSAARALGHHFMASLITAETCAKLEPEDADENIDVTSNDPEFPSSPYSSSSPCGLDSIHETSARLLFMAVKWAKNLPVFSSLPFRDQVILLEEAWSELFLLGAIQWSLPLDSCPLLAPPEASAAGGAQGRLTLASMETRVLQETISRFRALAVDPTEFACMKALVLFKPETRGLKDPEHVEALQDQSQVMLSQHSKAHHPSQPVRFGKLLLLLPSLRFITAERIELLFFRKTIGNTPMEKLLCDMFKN
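System: GST-tagged NR2E3 plus biotinylated RetCOR corepressor; Buffer or medium: pH 7.5 Tris-based buffer; Probe or stimulus: RetCOR corepressor, biotinylated, 7 nM; Doses: compound at 4.8 µM, single dose; Schedule: 5 h incubation at 4 °C; Technique: time-resolved FRET; Evaluation: percent inhibition of TR-FRET ratio; Replication: one well per compound, singlicate testing.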
Peg3 promoter = Peg3 promoter-driven luciferase inhibitors, primary screen, cell-based, HeLa, luciferase luminescence; HeLa PEG-Prom luciferase reporter, overnight; inhibition, % at 20 µM; actives 1.7% (n = 360,000); AID 588405, 2011;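 active = inhibition of at least 50% at 20 µM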
HIF-2a block = HIF-2a reporter inhibitors, primary screen, luminescence, 786-0 RCC cells; 786-0 RCC cells HIF-2a reporter, luciferase luminescence, overnight; actives 0.72% (n = 360,000); inhibition, % at 18.8 µM;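 active = inhibition of the luminescence signal of 40% or more relative to plate controls, in a single-dose primary screen at 18.75 µM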
KKLEB cytotox = cytotoxicity in KKLEB CF airway cells, primary screen, cytotoxicity control for CF NF-kB inhibitor project, cell-based, uHTS, fluorescence assay plates. activity change (cytotoxicity), % at 5 µM. AID 602141, 2011. KKLEB CF airway cells viability, ATPlite luminescence, overnight; stronger effect = lower value; cells stimulated with P. aeruginosa culture filtrate. actives 0.36% (n = 360,000);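 active = corrected activity change at or below -50% at 5 µM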
TWEAK-Fn14 inh = inhibitors of TWEAK-Fn14 signaling, primary screen, luciferase reporter cells, uHTS; TWEAK-stimulated Fn14 reporter cells, luciferase luminescence, 8 h; AID 1159606, 2016; inhibition, % at 10 µM; actives 2% (n = 360,000); in the data active = inhibition above about 50%
NR2E3 ag-2 = NR2E3 agonists in two-hybrid cells, primary screen, cell-based, luminescence, CHO-S, Gal4-NCOR/VP16-NR2E3; Photoreceptor-specific nuclear receptor (Homo sapiens), Q9Y5X4; luciferase; inhibition of corepressor binding, % at 3.98 µM; actives 0.35% (n = 360,000); AID 602229, 2012;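 active = inhibition above the mean of all tested compounds plus 3 SD, cut at about 70% in these data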;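 note: 0% = DMSO with NR2E3 transfected cells and 100% = cells lacking NR2E3 construct; higher means lower luciferase signal from less NR2E3 corepressor binding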
TROY NFkB inh = inhibitors of TROY-driven NF-kB signaling, primary screen, Q293 LMP1-TROYcd cells, NF-kB luciferase, uHTS; Q293 LMP1-TROYcd NF-kB luciferase reporter, 4 h; inhibition, % at 10 µM; actives 0.98% (n = 360,000); AID 1347056, 2019;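 active = compounds whose plate-normalised and pattern-corrected inhibition of the luciferase reporter signal at the single screening dose is 50% or more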
TRPM1 prom inh = inhibitors of MITF-dependent TRPM1 promoter reporter, primary screen, cell-based, SK-MEL-5, single point, luciferase; inhibition, % at 12.5 µM; SK-MEL-5 TRPM1 promoter luciferase, 24 h; actives 0.83% (n = 330,000);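 active = mean inhibition across replicates of 60% or more, whatever share of single replicates reaches that level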; note: values of inactives mirror those of a sister screen read the other way
C8 TRAIL sens = viability loss with TRAIL in NB7+C8 cells, primary screen, TRAIL sensitizer project, cell-based, ATPlite luminescence. actives 1% (n = 360,000). AID 624354, 2012. inhibition (viability loss, TRAIL sensitization), % at 10 µM;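 active = compounds causing at least 50% loss of cell viability in the single-dose screen, relative to plate controls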
* hit, by the source's call; x = not tested or not shown. This is a subset (hit frequency here may not be typical).

SMILES | CF NFkB inh | Shn3 3UTR inh | NR2E3 ag-1 | Peg3 promoter | HIF-2a block | KKLEB cytotox | TWEAK-Fn14 inh | NR2E3 ag-2 | TROY NFkB inh | TRPM1 prom inh | C8 TRAIL sens
Cc1cc(=O)oc(C)c1C(=O)N1CCN(c2ccc(F)cc2)CC1 | 5.6 | 10.0 | -0.8 | -5.5 | 13.6 | -7.0 | 1.0 | -21.0 | -4.5 | 4.7 | -23.2
COc1ccc(C2Nc3ccccc3C(=O)N2NC(C)=O)c(OC)c1 (stereo not drawn) | -7.8 | 2.3 | 0.5 | -4.6 | -0.6 | -3.0 | 9.2 | -14.3 | -9.5 | 10.1 | 2.1
Cc1ccc(S(=O)(=O)N2CCCCC2)cc1NC(=O)CN1C(=O)c2ccccc2S1(=O)=O | -9.6 | -3.3 | x | 3.0 | 4.3 | -36.8 | -11.9 | 15.1 | -4.1 | 8.6 | 5.2
C=CCOc1nc2sc(C)c(C)c2c(=O)n1-c1ccccc1 | 7.1 | -4.5 | x | 16.7 | 23.2 | -9.7 | 11.2 | 13.3 | -16.7 | -1.5 | -9.7
COC(=O)CNC(=O)Cn1cnc2sc(C)c(S(=O)(=O)N3CCC(C)CC3)c2c1=O | -13.3 | -2.4 | 3.6 | 18.8 | 2.7 | 5.7 | 9.7 | 0.0 | 8.1 | -5.0 | -1.7
CCC(C)(C)NC(=O)C(c1ccc(F)cc1)N(Cc1ccco1)C(=O)c1snc(C(N)=O)c1N (stereo not drawn) | 8.7 | 2.1 | 14.5 | 14.8 | -11.6 | -6.0 | -6.3 | -5.2 | -2.1 | -0.6 | -20.3
C/C(=N\NC(=O)C(=O)Nc1cccc(Cl)c1C)c1ccncc1 | -17.7 | 11.5 | 1.6 | 2.1 | 3.8 | -4.7 | -4.6 | -27.8 | -5.5 | -6.4 | 0.6
COc1ccc(Cl)cc1C(=O)Nc1cccc2ncccc12 | 2.1 | -9.1 | -1.2 | -2.7 | -12.9 | 6.6 | 8.5 | 4.3 | 19.5 | 9.1 | 14.1
COc1ccc(S(=O)(=O)N2CCOCC2)c(Cl)c1Cl | 11.1 | -9.4 | 1.6 | -3.4 | 2.2 | -8.6 | -20.6 | -36.4 | -1.6 | 2.0 | -39.1
O=C1NCCCC1C(=O)N/N=C/c1ccc([N+](=O)[O-])cc1 (stereo not drawn) | -3.9 | -3.1 | 3.7 | -20.9 | 0.6 | 6.1 | 1.7 | -11.0 | -11.8 | x | 1.9
COc1ccccc1Cc1c(-c2ccc(F)cc2)nc2ccc(Br)cn12 | 1.9 | 54.7 | x | -81.9 | -122.9 | -4.7 | -3.0 | -11.0 | -35.6 | x | 10.1
Cc1[nH]c(=S)c(C#N)c(C)c1Cc1ccccc1 | -11.2 | -4.9 | 3.0 | -2.6 | 20.3 | 11.1 | -1.2 | -4.2 | -12.9 | x | -6.4
Cc1nc(NCCc2ccccc2)sc1C(=O)O | -10.4 | -16.7 | 1.7 | -47.2 | -58.0 | -12.8 | 13.4 | -39.3 | -7.8 | -17.6 | -3.3
Cc1c(C)c2ccc(OC(C)C(=O)NCCCN3CCOCC3)c(C)c2oc1=O (stereo not drawn) | 5.8 | -1.2 | -0.1 | 10.6 | 14.4 | -5.5 | 13.3 | 4.9 | 18.0 | -0.5 | 11.4
COC(=O)c1cccc(Nc2nc(-c3cccnc3)nc3ccccc23)c1 | 34.4 | 14.7 | -2.1 | 42.6 | -5.4 | -11.9 | 44.4 | 13.5 | -3.0 | 11.7 | 21.2
Cc1cccc(C(=O)OCC(=O)Nc2ccc3c(c2)OCCO3)c1 | -3.6 | -19.7 | 0.7 | -102.7 | -34.6 | 11.7 | -1.0 | -0.2 | -36.0 | -12.8 | -6.8
CN1CCN(C(=O)c2cccc(-c3ccc4nncn4c3)c2)CC1 | 10.8 | -1.7 | x | -10.2 | -11.1 | 10.4 | -10.6 | -10.3 | -11.2 | x | -18.8
CCOc1cc(-c2conc2N)cc(OCC)c1OCC | -1.6 | 7.0 | -1.8 | 10.1 | 3.4 | 0.2 | 26.6 | -3.6 | -11.9 | 0.7 | -6.9
O=C(CN1CCN(Cc2ccccc2)CC1)Nc1ccc(Cl)cn1 | 3.3 | -13.6 | 0.9 | 5.4 | 15.0 | -6.9 | -10.7 | 13.3 | -16.5 | 12.9 | -6.8
COc1cc(C(=O)Nc2sc3c(c2C#N)CCN(C(C)=O)C3)cc(OC)c1OC | -36.9 | 8.4 | 0.3 | 8.6 | 2.0 | 2.3 | -26.9 | -1.8 | -1.0 | 6.9 | 1.9
O=C(CCN1C(=O)/C(=C/c2ccccc2F)SC1=S)Nc1cccnc1 | -20.4 | -13.0 | 0.3 | -4.9 | 6.9 | 5.3 | -8.3 | 4.7 | 5.5 | 1.1 | -3.7
CN1CCN(C(=O)CN(C)S(=O)(=O)c2ccc3ccccc3c2)CC1 | -3.7 | 11.7 | 2.5 | 8.1 | 14.9 | 1.7 | 2.4 | -21.6 | 8.3 | 1.7 | -5.8
Cc1ccc(CN2CC(C(=O)O)CC2=O)cc1 (stereo not drawn) | 12.6 | -45.4 | -0.2 | 6.9 | 12.7 | 5.1 | 3.5 | -14.4 | 9.0 | -15.2 | 10.8
CCc1nn(CC(=O)NC(C)CCc2ccccc2)c(=O)c2cc3occc3n12 (stereo not drawn) | 17.1 | 10.4 | -0.3 | -1.2 | -2.1 | -2.0 | -10.7 | -1.9 | -5.2 | -1.0 | -14.6
CC(=O)Nc1nc(CC(C)C)cc2c1c(=O)oc1ccccc12 | 19.9 | -8.9 | 1.6 | 21.2 | 7.4 | -17.1 | 3.0 | -15.1 | 5.4 | 13.9 | -4.6
Cc1nnc(NC(=O)CSc2nnc3scc(-c4ccc(C)c(C)c4)n23)s1 | 10.7 | 6.6 | -0.7 | 8.3 | -8.8 | -8.4 | -26.5 | -14.0 | -4.7 | 3.0 | 15.1
Cc1oc(-c2ccccc2Cl)[n+]([O-])c1C | 15.3 | -12.0 | 0.8 | 21.3 | 18.5 | -2.0 | -5.4 | -6.9 | -2.4 | 0.4 | 8.4
Nc1nonc1-n1nnc(C(=O)N/N=C/c2ccccc2)c1CSc1ccc(Cl)cc1 | 3.4 | 10.4 | 0.8 | 22.2 | 18.5 | -11.4 | 0.1 | -18.2 | 35.1 | 11.3 | 12.2
C=CC[C@@H](CC(=O)N(CCO)Cc1ccccc1)C(=O)N[C@H](COC(=O)[C@@H](CC=C)CC(=O)OC(C)(C)C)Cc1c[nH]c2ccccc12 | 2.6 | 26.5 | x | 22.1 | 9.7 | 14.0 | 28.0 | -12.3 | 29.8 | 0.4 | -23.7
CC[C@]12c3[nH]c4cc(CCC(=O)N(C)C)ccc4c3CCN1C(=O)[C@@H](CC(=O)NCCCOC)C[C@@H]2C(=O)N1CCN(C(=O)c2ccco2)CC1 | -24.8 | -2.4 | x | -12.6 | 5.7 | -9.3 | -1.4 | -5.9 | 0.5 | 6.7 | -8.6
O=C(NCCc1ccc(Cl)cc1)C1CCC(=O)N1Cc1ccc(F)cc1 (stereo not drawn) | -18.8 | 17.2 | 5.4 | 3.6 | 3.7 | 2.6 | 3.1 | -22.9 | 2.0 | -14.3 | -16.6
Cc1cccc(C(=O)NCN2CCN(c3ccccc3C#N)CC2)c1 | -3.0 | -2.1 | x | -1.4 | -3.9 | -1.3 | 11.7 | -50.7 | -8.8 | -10.0 | -6.3
O=C1CCSc2ccc(Cl)cc2N1Cc1cccc(Cl)c1 | 15.8 | -2.6 | -2.0 | 31.4 | 31.1 | -9.1 | 23.8 | -27.9 | 1.1 | 3.8 | 5.3
CS(=O)(=O)N1CCN(C(=O)c2cc(-c3ccncc3)nc3ccc(Cl)cc23)CC1 | 0.4 | 1.4 | 1.6 | 15.5 | -4.9 | -0.3 | 26.6 | -23.6 | 6.5 | 5.1 | -10.8
CCOC(=O)c1sc(C)c2c(=O)n(Cc3ccc(Cl)cc3)cnc12 | -2.8 | 11.1 | 4.8 | 27.6 | 18.4 | -9.2 | -3.0 | -17.6 | 5.7 | -1.3 | -5.6
C#CCOc1nc(C)cc(C)c1S(=O)(=O)c1ccccc1C | 4.0 | 5.2 | -1.5 | 8.4 | 20.3 | 1.7 | -14.5 | -41.4 | -24.6 | 1.0 | -0.9
O=C(COC(=O)c1cc(=O)[nH]c(=O)[nH]1)NCc1ccccc1 | 13.0 | -11.0 | -1.7 | -4.0 | 11.4 | -5.1 | -11.4 | 5.4 | -2.8 | 9.0 | -8.5
O=C(Nc1ccccc1F)c1ccc(CN2CCN(c3ccccc3)CC2)cc1 | -9.3 | 5.6 | 0.5 | -7.1 | -73.7 | 0.4 | -21.7 | -43.4 | -19.9 | -2.6 | 17.1
c1ccc(-c2ccc(-c3ccccn3)s2)nc1 | -17.7 | -88.9 | -1.1 | -241.4 | -230.7 | -11.5 | -11.3 | -134.6 | -56.2 | -44.7 | 48.0
Cc1ccc(-n2c(-c3c(-c4ccccc4)noc3C)n[nH]c2=S)cc1 | -6.0 | -7.6 | -1.6 | 17.5 | 8.9 | -1.6 | -21.2 | 10.5 | 0.2 | -8.6 | -1.0
O=S(NC1CCCCC1)C12CC3CC(CC(C3)C1)C2 (stereo not drawn) | 2.2 | -20.2 | 0.8 | -1.8 | 3.6 | 17.3 | 10.0 | -10.1 | 16.3 | -9.0 | 3.9
CN(CC(=O)Nc1ccc(N2CCOCC2)cc1)CC(=O)Nc1ccc(N2CCOCC2)cc1 | -13.7 | -14.5 | 4.4 | 5.0 | 13.3 | 8.2 | -1.6 | 3.8 | 11.7 | -5.7 | -7.1

Random excerpt: 2 compounds from above.
SMILES | CF NFkB inh | Shn3 3UTR inh | NR2E3 ag-1 | Peg3 promoter | HIF-2a block | KKLEB cytotox | TWEAK-Fn14 inh | NR2E3 ag-2 | TROY NFkB inh | TRPM1 prom inh | C8 TRAIL sens
O=C(NCCc1ccc(Cl)cc1)C1CCC(=O)N1Cc1ccc(F)cc1 (stereo not drawn) | -18.8 | 17.2 | 5.4 | 3.6 | 3.7 | 2.6 | 3.1 | -22.9 | 2.0 | -14.3 | -16.6
c1ccc(-c2ccc(-c3ccccn3)s2)nc1 | -17.7 | -88.9 | -1.1 | -241.4 | -230.7 | -11.5 | -11.3 | -134.6 | -56.2 | -44.7 | 48.0
